RMI FANCM FP – blocks RMI1/RMI2 complex binding to FANCM MM2 peptide | Fluorescence polarization, RMI core complex with F-MM2 peptide; hits give low values | FP signal (polarization) at 33 µM | 0.58% of 70,000 active; in the data active = FP signal below about 40; also: inactives centre near 61; strong numbers were not always called active; unit not given here
* marks the source's active call; other numbers are inactive results; & = joins results of further samples. These rows are one share of the data (hit frequency here may not be typical).

RMI FANCM FP	molecule
52	O=c1[nH]cc(NCc2ccccc2)c(=O)[nH]1
65	O=C(COc1ccc(Cl)cc1Cl)NCC(c1ccsc1)N1CCCCCC1 (stereo not drawn)
58	COCCCOc1ccnc(CS(=O)c2nc3ccccc3[nH]2)c1C (stereo not drawn)
65	Cc1nnsc1C(=O)OCc1cc(F)cc(F)c1
55	O=C(O)CSCC(=O)Nc1cc(C(F)(F)F)ccc1Cl
61	CSc1ccccc1C(=O)Nc1nc(-c2ccc(F)cc2)cs1
59	COC(=O)C(Cc1ccc(Cl)cc1Cl)S(=O)(=O)c1ccc(Cl)cc1 (stereo not drawn)
55	Cn1c(=O)c2[nH]c([N+](=O)[O-])nc2n(C)c1=O
63	CCOC(=O)c1c(NC(=O)CCSc2nc(N)c3c4c(sc3n2)CCCC4)sc(C)c1C
62	CCOC(=O)c1c(N)sc2c1CCCCC2
52	CNC(=O)c1c(NC(=O)c2cc3cc([N+](=O)[O-])ccc3s2)sc(C)c1C
62	O=C1CCCC(O)=C1N=Nc1cc(C(F)(F)F)ccc1OCC(F)(F)F
67	c1ccc(-c2ccc(C(c3ccccc3)n3ccnc3)cc2)cc1 (stereo not drawn)
54	Cc1c(Br)sc2ccc(Cl)cc12
59	O=C(O)c1cc(Br)ccn1
59	COc1ccc(CCNS(=O)(=O)c2cc(/C=C/C(=O)O)ccc2C)cc1OC
57	N#Cc1c(SCc2ccccc2)nc2c(c1C1CC=CCC1)CCC2 (stereo not drawn)
43	O=C(Nc1ccccn1)Nc1c[nH]c2ccccc12
55	N#C/C(=C\Nc1ccc2c(c1)OCCO2)C(=O)c1ccc(Cl)cc1
54	N#Cc1ccc(/C=C2\NC(=S)NC2=O)cc1
62	Cn1nc2c(c1NC(=O)c1cc(Cl)sc1Cl)CCC2
74	CCOC(=O)N1CCN(C(=O)CSc2nc(-c3ccccc3F)nc3c2c(=O)n(C)c(=O)n3C)CC1
63	CCc1nc2ccccc2n1Cc1ccc(OC)c(OC)c1
58	COC(=O)c1ccccc1-c1ccc(/C=C(\C#N)C(=O)NCc2ccco2)o1
66	COc1ccc(-c2cc3c(SCC(=O)Nc4ccc(OC)cc4OC)nccn3n2)cc1
57	Cn1c(SCC(=O)c2ccccc2)nc2c(c1=O)SCC2
80	NC(=O)c1ccc(NC(=O)C2CCN(c3ccc(-c4cccnc4)nn3)CC2)cc1
67	CCOc1ccc2ncc(C#N)c(Nc3cc(OC)cc(OC)c3)c2c1
95	O=C(Nc1ccccc1F)c1oc2ccccc2c1NC(=O)C1CCCC1
62	CN1CCCc2cc(CCNC(=O)C(=O)NCc3ccc(Cl)cc3)ccc21
66	CO[C@H]1C=CO[C@@]2(C)Oc3c(C)c(O)c4c(O)c(c(C=NN5CCN(C6CCCC6)CC5)c(O)c4c3C2=O)NC(=O)C(C)=CC=C[C@H](C)[C@H](O)[C@@H](C)[C@@H](O)[C@@H](C)[C@H](OC(C)=O)[C@@H]1C
66	CCCCCS(=O)(=O)N1C(=O)CSC1=Nc1ccccc1
51	Cc1ccc(C(=O)Nc2ccc3nc(C)n(-c4ccc(F)cc4)c(=O)c3c2)cc1C
76	Nc1cccc(-c2nc3ccccc3o2)c1
49&53	CCOC(=O)c1cc(-c2ccccc2)n(CCCN2CCOCC2)c1C
64	O=C(NCc1ccccn1)C(=O)Nc1cccc(N2CCCS2(=O)=O)c1

Reprinted at random: seven entries already listed, in no set order.
RMI FANCM FP	molecule
66	COc1ccc(-c2cc3c(SCC(=O)Nc4ccc(OC)cc4OC)nccn3n2)cc1
95	O=C(Nc1ccccc1F)c1oc2ccccc2c1NC(=O)C1CCCC1
64	O=C(NCc1ccccn1)C(=O)Nc1cccc(N2CCCS2(=O)=O)c1
62	CN1CCCc2cc(CCNC(=O)C(=O)NCc3ccc(Cl)cc3)ccc21
57	Cn1c(SCC(=O)c2ccccc2)nc2c(c1=O)SCC2
76	Nc1cccc(-c2nc3ccccc3o2)c1
67	CCOc1ccc2ncc(C#N)c(Nc3cc(OC)cc(OC)c3)c2c1

(more compounds)
RMI FANCM FP	molecule
57	CCN(CC)C(=O)Cn1cc(C(=O)C(=O)NCCn2c(C)cc3ccccc32)c2ccccc21
61	CCOC(=O)CNC(=O)CSc1ncnc2c1nnn2-c1ccc(F)cc1
82	O=c1c2cc3c(cc2nc(SCc2nc(-c4cccc(Cl)c4)no2)n1Cc1ccco1)OCO3
66	NC(=O)c1ccc(NC(=O)Cn2c(=O)n(Cc3cccs3)c(=O)c3ncccc32)cc1
50	CSC(=NS(=O)(=O)c1ccccc1)Nc1c(C)nn(C)c1C
59	CC(=O)c1ccc(OCC(O)CN2CCN(C(c3ccccc3)c3ccccc3)CC2)cc1 (stereo not drawn)
69	O=C(Nc1nnc(Cc2cccs2)o1)C1CCCCC1
86	CCc1cccc(NC(=O)CSc2nccn3nc(-c4ccc(F)cc4)cc23)c1
60	CC(=O)c1ccc(O)c(CC=C(C)C)c1
65	COc1ccccc1-c1ccc(N2CCCC(C(=O)Nc3cccc(C(C)=O)c3)C2)nn1 (stereo not drawn)
54	O=c1c2ccccc2nc2n1CCS2(=O)=O
64	Cc1ccc2sc(N(Cc3ccccc3)C(=O)C3CCCN3S(C)(=O)=O)nc2c1C (stereo not drawn)
69	O=C(NCCOc1ccc2nnc(-c3cccc(F)c3)n2n1)Nc1ccccc1F
52&48	O=C(NCCc1ccncc1)c1ccc([N+](=O)[O-])cc1
67	COc1cc(C(=O)Nc2nc(CN3CCc4ccccc4C3)cs2)cc(OC)c1OC
72	Cc1cc(NC(=O)C(=O)NCC2CCN(Cc3ccccc3)CC2)c2ccccc2n1
55	CCOc1ccc(CC(=O)Nc2ccc3c(c2)CC(=O)N3C)cc1
54	COc1ccc(S(=O)(=O)N2CCCCC2CC(=O)Nc2c(C)n(C)n(-c3ccccc3)c2=O)cc1 (stereo not drawn)
125	COc1ccc2nc(-c3ccc(NC(=O)c4cccc(Cl)c4)cc3)cn2n1
66	Cc1c(C)c(C)c(CSC2=NCCC2)c(C)c1C
89	COc1ccc(S(=O)(=O)N2CCN(c3ccc(-c4cccs4)nn3)CC2)cc1
64	CC(=O)OC1CCC2C3CCc4cc(O)ccc4C3CCC12C (stereo not drawn)
74	COCCN1CCC(CNC(=O)C(=O)NC(C)c2ccccc2)CC1 (stereo not drawn)
59	CCOC(=O)c1cc(-c2csc(Nc3ccccc3Cl)n2)on1
62	Cc1cccc(C(=O)NCCc2csc(C)n2)c1
75	COc1cccc(OCC(=O)Nc2ccc3c(c2)N(C(=O)c2ccco2)CC3)c1
54	O=C(CC(NCCC1=CCCCC1)C(=O)O)Nc1ccc(OC(F)F)cc1 (stereo not drawn)
59	CCOC(=O)CNC(=O)c1cc([N+](=O)[O-])ccc1Oc1ccc(OC)cc1
58	Clc1ccc(-c2noc(C3CCNCC3)n2)cc1
55	O=C(c1ccco1)N1CCN(c2nc3ccc([N+](=O)[O-])cc3s2)CC1
65	O=C(NCCn1ncc2c(N3CCCCC3)ncnc21)C1CCCC1
63	COC(=O)CNC(=O)C1CCC(c2ccc(Cl)cc2)CC1 (stereo not drawn)
56	CC(=O)O[C@H]1C[C@@H](OC(C)=O)C(C)(C)C2C[C@H](OC(C)=O)[C@]3(C)C(CC[C@@]4(C)[C@H](c5ccoc5)OC(=O)[C@H]5O[C@]543)[C@]21C (stereo partly drawn)
73	CC(=O)Nc1nc2cc3c(cc2s1)OCCO3
59	CN1C(=O)/C(=C\C=C\c2ccccc2)SC1=S
70	COc1ccc(-n2[nH]nnc2=S)cc1

Exported with bars between the fields: entries from further up
canonical_smiles | RMI FANCM FP
CC(=O)OC1CCC2C3CCc4cc(O)ccc4C3CCC12C (stereo not drawn) | 64
COCCN1CCC(CNC(=O)C(=O)NC(C)c2ccccc2)CC1 (stereo not drawn) | 74
CCOC(=O)c1cc(-c2csc(Nc3ccccc3Cl)n2)on1 | 59

More records:
RMI FANCM FP	molecule
56	CCOC(=O)c1ccc(NC(=S)NC(C)(C)CO)cc1
145	Cc1ccc(-c2cc3c(=O)n(CC(=O)Nc4ccc(C)c(Cl)c4)ncn3n2)cc1
52	O=C1CSC(=S)N1/N=C/c1cccnc1
54	COC(=O)c1ccc(COc2coc(CSc3nncn3C)cc2=O)o1
79	Cc1ccc(N(C)C(=O)c2cccnc2)c(C(=O)O)c1
60	COc1cc([N+](=O)[O-])c(OC)cc1SCC(=O)NN
52	CCN1C(=O)NC(c2ccccc2)C1=O (stereo not drawn)
106	O=C(NCc1ccc(Cl)cc1)C(=O)Nc1cccc(N2CCCS2(=O)=O)c1
73	Cc1ccc(-c2csc3nc(SCC(=O)Nc4nsc(-c5ccccc5)n4)n(-c4ccccc4)c(=O)c23)o1
57	COc1ccc2[nH]c(=S)[nH]c2c1
67	O=C(COc1ccccc1)NCC1CN(c2ccccc2)C(=O)O1 (stereo not drawn)
46	Cn1nc(-c2ccc(/C=C(\C#N)C(=O)c3cccc(C(F)(F)F)c3)s2)cc1C(F)(F)F

Ordered by value in RMI FANCM FP (smallest number first): six from the list above.
RMI FANCM FP	molecule
46	Cn1nc(-c2ccc(/C=C(\C#N)C(=O)c3cccc(C(F)(F)F)c3)s2)cc1C(F)(F)F
54	COC(=O)c1ccc(COc2coc(CSc3nncn3C)cc2=O)o1
56	CCOC(=O)c1ccc(NC(=S)NC(C)(C)CO)cc1
57	COc1ccc2[nH]c(=S)[nH]c2c1
67	O=C(COc1ccccc1)NCC1CN(c2ccccc2)C(=O)O1 (stereo not drawn)
73	Cc1ccc(-c2csc3nc(SCC(=O)Nc4nsc(-c5ccccc5)n4)n(-c4ccccc4)c(=O)c23)o1

As entered above:
COc1cc([N+](=O)[O-])c(OC)cc1SCC(=O)NN in RMI FANCM FP = 60
CCN1C(=O)NC(c2ccccc2)C1=O (stereo not drawn) in RMI FANCM FP = 52

The list goes on:
RMI FANCM FP	molecule
56	CCNc1nc(NCC)n2c(SCC(=O)Nc3nc(-c4ccccc4)cs3)nnc2n1
60	CCCCC#Cc1ccc(C(=O)N/N=C\c2ccccc2)o1
75	COc1c[nH]c(CN2CCOCC2)cc1=O
65	CCOc1ccc(-c2nnc(SCC(=O)Nc3nccs3)o2)cc1
72	CCOC(=O)CNC(=O)Cn1nc(C2CC2)c2cnn(-c3cccc(Cl)c3)c2c1=O
68	COC(=O)C(=O)CC(=O)c1ccc(C)cc1
62	COC(=O)C1Cc2ccc(C)cc2C(=O)O1 (stereo not drawn)
60	Nc1cc(=O)[nH]c2n[nH]c(=S)n12
61	CCCCc1cc2ccccc2c(OCCN(C)C)n1
65	COCCn1c(-c2ccc(Cl)cc2Cl)nc2oc3ccccc3c(=O)c2c1=O
69	Cc1cc(S(=O)(=O)NCc2ccsc2)ccc1F
58	CC(=O)c1ccc(OC(=O)c2cc3ccccc3oc2=O)cc1
66	COc1ccc(Cl)cc1NC(=O)N1CCN(c2ccc3nnc(C4CC4)n3n2)CC1
62	CSC1=NCCN1C(=O)c1ccc(S(=O)(=O)N(C)C)cc1
60	[O-]/[N+](=C\c1cccs1)c1ccc(Cl)cc1
58	COc1ccc2[nH]c(C(=O)NCCN3CCOCC3)cc2c1
64	O=C(CCC1CCCCC1)NCCn1ncc2c(N3CCN(c4ccc(F)cc4)CC3)ncnc21
56	O=C(CCc1cc(C(F)(F)F)cc(C(F)(F)F)c1)N/N=C\c1ccc2c(c1)OCO2
56	O=C(COC(=O)c1ccc(S(=O)(=O)N2CCCCC2)cc1)c1ccc(Cl)cc1
58	O=c1c(S(=O)(=O)c2ccccc2)cn(Cc2cccc(F)c2)c2cc(N3CCOCC3)c(F)cc12
67	CC(C)CC(=O)Nc1ccc2c(c1)N(C(=O)C1CC1)CC2
60	COc1cccc(NC(=O)NCCOc2ccc(F)cc2)c1OC
58&53	O=S(=O)(Cc1cccc(C(F)(F)F)c1)Cc1cccc(C(F)(F)F)c1
63	Cc1nnc2ccc(N3CCN(S(=O)(=O)c4ccc(C(F)(F)F)cc4)CC3)nn12
54	CC12CCC(C(=O)Nc3ccccc3F)(C(=O)C1=O)C2(C)C (stereo not drawn)
66	CCOCC(=O)NCCn1ncc2c(=O)n(Cc3cccc(Cl)c3)cnc21
65&68&49	COc1ccc2c3c1O[C@H]1C[C@@H](O)C=C[C@@]31CCN(C)C2
83	COc1cc(OC)cc(-c2noc(CSc3nc4ccsc4c(=O)n3-c3ccc(F)cc3)n2)c1
62	CC1(C)COc2cc(NS(=O)(=O)c3ccc4ccccc4c3)ccc2NC1=O
57	CSc1nc(N)nc(-c2ccc(C(F)(F)F)cc2)n1
83	O=S(=O)(NCCc1ccc(N2CCCC2)cc1)c1ccc2c(c1)OCCO2
83	Cc1ccc2c(c1)OCC(=O)N2Cc1nc(-c2ccc3c(c2)OCO3)no1
71	Cc1ccccc1C(=O)N1CCN(c2ccc(-c3ccccc3C)nn2)CC1
63	CC(=O)N1CCCC(c2nnc(-c3cccs3)o2)C1 (stereo not drawn)
62	O=C(CSCC(=O)N1CCN(c2ccccc2)CC1)Nc1nc(-c2ccc(Cl)s2)cs1
70	O=C(Nc1ccc2c(c1)OCCO2)c1csc(Nc2ccccc2)n1
70	CN1C(=O)C(C)(C)COc2ccc(NS(C)(=O)=O)cc21
50	Cc1ccc(C)n1-c1nn(S(=O)(=O)c2cccc3nonc23)c2cccc(F)c12
61	COc1cccc(NC(=O)c2ccncc2)c1
57	CCCS(=O)(=O)NCCS(=O)(=O)N1CCN(c2cccc(Cl)c2)CC1
57	O=C(NCC(c1ccc2c(c1)OCO2)N1CCOCC1)OCc1ccccc1 (stereo not drawn)
52	CC(C)(C)n1nc2c(c1NC(=O)C(=O)N1CCC(C(N)=O)CC1)CS(=O)(=O)C2
63	Cc1ccc(-c2cnoc2NC(=O)CSc2nc(-c3ccccc3)cc(=O)[nH]2)cc1
63	Cn1c(C2CCN(S(C)(=O)=O)CC2)nn(CC(=O)N2CCCC2)c1=O
67	CN(C(=O)CCCn1nc(-c2cccs2)ccc1=O)c1ccccc1
65	O=C(Nn1cnc2c(cnn2-c2ccc(F)cc2)c1=O)c1cccc(F)c1
55	c1ccc(Nc2ncnc3sc(-c4ccccc4)cc23)cc1
83	CCc1ccc2nc(N(CCN(C)C)C(=O)c3ccc4ccccc4c3)sc2c1
54	Cc1ccccc1N=c1scc(-c2ccc(F)cc2)n1CCO
